# High-throughput results: PubChem BioAssay, several laboratories
# 5HT1E antag: 5-HT1E receptor antagonists, primary screen, cell-based, HTS. CHO 5-HT1E Ga15 NFAT-bla reporter, FRET, antagonist. 65,000 tested, 0.99% active. AID 571, 2007. inhibition, % at 6 µM;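 active means inhibition above a set limit, the mean inhibition across every tested compound plus 3 SD, cut at about 29% in these data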;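 further: signal is the 460 over 535 nm emission ratio of beta-lactamase substrate; 0% = agonist plus DMSO wells and 100% = wells without agonist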
# Target sequence (P28566 whole entry, looked up): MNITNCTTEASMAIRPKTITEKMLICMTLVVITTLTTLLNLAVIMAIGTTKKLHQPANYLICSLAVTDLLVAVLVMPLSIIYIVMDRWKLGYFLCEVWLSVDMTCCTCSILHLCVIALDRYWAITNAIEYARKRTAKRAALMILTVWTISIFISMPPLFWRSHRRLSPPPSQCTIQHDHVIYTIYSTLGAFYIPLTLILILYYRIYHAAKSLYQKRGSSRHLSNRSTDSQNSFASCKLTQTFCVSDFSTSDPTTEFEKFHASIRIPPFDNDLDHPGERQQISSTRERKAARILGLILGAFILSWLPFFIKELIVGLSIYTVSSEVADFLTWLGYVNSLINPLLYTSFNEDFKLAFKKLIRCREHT
# Her2 expr inh: inhibitors of Her2 protein expression, primary screen, SKBR-3 cells, AlphaScreen, 66K library; 65,000 tested, 0.69% active; Receptor tyrosine-protein kinase erbB-2 (Homo sapiens), P04626; SKBR-3 HER2 protein level, 18-24 h; hits give low values; HER2 level % of control, % at 10 µM; AID 645, 2007;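 active means HER2 level under 5% of the carrier-only control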;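 further: 100% = DMSO carrier and 0% = 500 nM PU-H71 HSP90 inhibitor; lower value means stronger loss of Her2 protein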
# M1 antag: antagonists of rat M1 muscarinic receptor. Muscarinic acetylcholine receptor M1 (Rattus norvegicus), P08482. CHO-M1 cells, Fluo-4 calcium, ACh EC80 antagonist mode; hits give low values. B-score at 10 µM. 64,000 tested, 3.4% active;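 active means calcium fluorescence response, raw or row-and-column corrected B-score, differing from the plate sample mean either way at a set confidence level, mostly lower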
# S1P1 ag pot: S1P1 agonists and agonism potentiators, primary screen, cell-based, primary and confirmation screens, CRE-bla reporter; Sphingosine 1-phosphate receptor 1 (Homo sapiens), P21453; S1P1 CRE-bla cells, forskolin, beta-lactamase FRET, potentiator mode; S1P1 agonist co-added at EC20, 2 nM; 100% = saturating reference agonist, 0% = basal; 56,000 tested, 0.57% active; activation, % at 9.5 µM;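 active means activation above a cutoff set at the mean activation of all tested compounds plus 3 SD, cut at about 54% in these data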;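 further: forskolin at 4 µM as EC80 and the EC20 agonist is SEW2871; 100% = SEW2871 at its EC100 plus forskolin at EC80; some compounds past the cut are filed as inactive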
# Target sequence (P21453 whole entry, looked up): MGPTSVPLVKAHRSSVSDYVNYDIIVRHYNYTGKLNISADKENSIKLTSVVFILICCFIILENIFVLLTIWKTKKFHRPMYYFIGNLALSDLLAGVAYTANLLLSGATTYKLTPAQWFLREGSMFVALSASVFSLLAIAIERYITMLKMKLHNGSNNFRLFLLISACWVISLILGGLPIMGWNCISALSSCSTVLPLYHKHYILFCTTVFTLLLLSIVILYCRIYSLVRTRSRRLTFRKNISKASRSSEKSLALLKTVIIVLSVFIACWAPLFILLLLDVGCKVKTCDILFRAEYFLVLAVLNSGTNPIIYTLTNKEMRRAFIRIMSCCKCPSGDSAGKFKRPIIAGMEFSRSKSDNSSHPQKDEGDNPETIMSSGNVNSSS
# HEK293 NFkB inh: inhibitors of PMA/ionomycin-induced NF-kB reporter, primary screen, antigen receptor NF-kB inhibitor project, cell-based, HEK-293 luciferase reporter, luminescence; HEK-293 NF-kB luciferase reporter; AID 465, 2006; inhibition, % at 3 µM; 62,000 tested, 0.21% active;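 active means inhibition above the mean of all tested compounds plus 3 SD, cut at about 40% in these data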;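 further: 0% = stimulated DMSO wells and 100% = 10 µM reference inhibitor 5653914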
#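 Timing: 1 h pretreatment, 16 h stimulation, 37 °C; system: HEK-293 cells with stable firefly luciferase reporter driven by four HIV NF-kB elements; doses: 3 µM once, 0.30% DMSO; measured by: luciferase luminescence; control set: DMSO and 10 µM reference inhibitor; repeats: single test; reagent: PMA plus ionomycin mix as NF-kB-activating stimulus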
# 5HT1E ag: 5-HT1E receptor agonists, primary screen, cell-based, HTS. 5-hydroxytryptamine receptor 1E (Homo sapiens), P28566. 65,000 tested, 0.69% active. CHO 5-HT1E Ga15 NFAT-bla reporter, FRET; 0% DMSO wells, 100% control agonist wells. activation, % at 6 µM. AID 574, 2007;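 active means activation above a set limit, the screen-wide mean activation plus 3 SD, cut at about 8.5% in these data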;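 further: 100% = positive control agonist at 1 µM giving full maximal response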
# Jurkat viability: cytotoxicity toward Jurkat T cells, primary screen, cytotoxicity control, cell-based, Jurkat E6.1, 60K MLSMR library. inhibition, % at 4 µM. AID 463, 2006. 56,000 tested, 1.2% active. Jurkat E6.1 viability, ATP luminescence, 48 h;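 active means inhibition above the mean inhibition of all tested compounds plus 3 SD, cut at about 28% in these data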
# M1 agonist: M1 muscarinic receptor agonists, primary screen, CHO-M1 cells, Fluo-4 calcium, agonist mode; AID 626, 2007; Muscarinic acetylcholine receptor M1; B-score at 10 µM; Fluo-4 calcium fluorescence; hits give high values; 64,000 tested, 3% active;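 active means fluorescence rise, raw or as B-score row- and column-corrected plate score, outside the 99.7% band of its plate's samples, either direction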
# S1P3 ag: human S1P3 receptor agonists, primary screen, cell-based, primary and confirmation, NFAT-BLA reporter; Sphingosine 1-phosphate receptor 3 (Homo sapiens), Q99500; S1P3 NFAT-BLA reporter cells, agonism, FRET ratio; relative to 1 µM S1P, basal subtracted; activation, % at 4.5 µM; 60,000 tested, 0.1% active; AID 373, 2006;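 active means activation above the screen-wide mean plus 3 SD, cut at about 4.5% in these data, passing the limit was not always enough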; further: some compounds called inactive have numbers as strong as hits
# Target sequence (Q99500 whole entry, looked up): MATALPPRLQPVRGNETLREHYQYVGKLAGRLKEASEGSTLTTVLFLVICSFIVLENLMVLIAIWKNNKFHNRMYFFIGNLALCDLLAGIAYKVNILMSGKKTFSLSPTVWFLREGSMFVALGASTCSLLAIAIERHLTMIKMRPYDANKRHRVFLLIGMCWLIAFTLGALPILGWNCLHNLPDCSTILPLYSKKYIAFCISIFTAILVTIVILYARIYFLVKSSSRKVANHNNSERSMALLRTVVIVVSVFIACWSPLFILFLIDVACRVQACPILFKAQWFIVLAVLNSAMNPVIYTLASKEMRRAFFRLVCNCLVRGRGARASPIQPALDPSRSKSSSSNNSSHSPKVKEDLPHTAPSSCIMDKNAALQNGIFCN
#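 Material: Human S1P3 NFAT-BLA reporter CHO cells | Incubation: Overnight plating, 4 h compound 37 °C, 2 h substrate RT | Signal: FRET β-lactamase substrate fluorescence, excitation 405 nm, 460/535 nm emission ratio, background-subtracted | Compound: 4.5 µM final, single dose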
# Starred values were filed as active, the others as inactive; . = no result given.
SMILES,5HT1E antag,Her2 expr inh,M1 antag,S1P1 ag pot,HEK293 NFkB inh,5HT1E ag,Jurkat viability,M1 agonist,S1P3 ag
O=C(O)c1cc2n(n1)C(C(F)(F)F)CC(c1ccccc1)N2 (centres undefined),-6,153,0.11,-2,.,-1.0,.,-0.47,-1.2
COc1ccc(S(=O)(=O)Nc2cc(C(=O)NC3CCCCCC3)ccc2N2CCOCC2)cc1,-2,105,-0.3,16,11,0.4,0,-0.73,0.8
CCc1nc(SCc2cccnc2)[nH]c(=O)c1C,0,102,.,-1,21,0.4,1,.,-0.1
COc1ccc(CN2CC(C(=O)NCCCOC(C)C)CC2=O)cc1 (centres undefined),2,54,0.024,.,12,0.4,.,0.45,.
Nc1cc(-c2ccco2)no1,1,82,-0.03,3,-1,0.1,-2,-0.51,0.0
CCOCC(=O)NCc1ccc2c(c1)cc(C)n2C,1,81,0.44,-18,14,0.7,-2,-1.8,-0.3
Cc1ccc(N(Cc2cc3ccccc3[nH]c2=O)C(=O)c2ccco2)c(C)c1,-9,58,-0.15,-11,.,0.7,.,-0.011,-2.6
COc1ccccc1CNC(=O)C1CCC(CNc2c(N3CCOCC3)c(=O)c2=O)CC1 (centres undefined),4,104,0.061,-24,3,0.9,-6,0.42,-0.7
Cn1nnnc1SCCOc1ccc(C#N)cc1,9,101,0.68,16,-5,-0.1,-2,0.063,-1.2
CCn1cc(NC(=O)Nc2ccc(OC)c(OC)c2)c(C(N)=O)n1,0,148,-0.42,-9,8,0.1,1,0.44,-0.9
CCOc1cc(C2/C(=C(\O)c3cc(C)ccc3C)C(=O)C(=O)N2CCN(C)C)ccc1O (centres undefined),-2,56,0.58,.,23,-1.3,.,-1.2,.
O=C(NCCN1CCN(Cc2ccccc2)CC1)C1c2ccccc2C(=O)N2CCc3ccccc3C12 (centres undefined),10,120,-1.3,13,14,1.5,1,0.64,-0.8
Cc1ccc2c(c1)N(CCCC(=O)NCC1COc3ccccc3O1)C(=O)CO2 (centres undefined),4,91,-0.29,3,9,-0.4,4,-0.21,-0.6
O=C(O)C1C2C=CC3(CN(Cc4ccncc4)C(=O)C13)O2 (centres undefined),-8,88,.,-9,3,-0.3,-4,.,-1.2
O=C(c1ccc(S(=O)(=O)N2CCCCCC2)cc1)N1CCN(c2ccccn2)CC1,2,147,-2.1*,4,-13,-1.0,8,-0.55,-0.6
CCOc1cccc2cc(-c3nnc(NCc4ccco4)s3)c(=O)oc12,26,41,0.23,18,16,-0.6,-2,-1.8,-0.6
Cc1ccc(OCc2nc(C#N)c(NCc3ccc4c(c3)OCO4)o2)cc1,-4,61,0.96,.,17,0.0,.,-0.013,.
O=C(Nc1ccccc1C(F)(F)F)N1CCN(c2ccc3nncn3n2)CC1,1,77,0.0023,0,17,-1.6,0,0.33,-1.1
CC1(C)CC(=O)C=C(NCc2ccncc2)C1,1,142,0.043,-2,.,0.0,.,0.15,-2.4
CC(=O)Nc1c(C#N)c(C(C)(C)C)cn1C,-9,94,1.2,-3,18,0.3,2,-0.04,-0.1
COc1cccc(C(=O)NC2CC3CCCC(C2)N3CC(=O)Nc2ccc(N(C)C)cc2)c1 (centres undefined),-8,135,0.81,.,6,1.0,.,0.0072,.
COc1cccc(-n2c(SCC(N)=O)nnc2-c2c[nH]c3ccccc23)c1,-2,64,-0.1,-6,9,1.3,-5,-0.074,0.1
COc1ccc(C2=NOC(C(=O)NC(C)C)C2)cc1 (centres undefined),9,136,0.8,9,11,-0.7,10,0.022,0.2
CCOC(=O)C1C2C=CC3(CN(C4CCCC4)C(=O)C13)O2 (centres undefined),4,101,0.31,18,3,0.0,-3,0.05,0.1
O=S(=O)(c1cccc2cccnc12)N1CCc2ccccc21,4,78,0.4,-7,0,0.7,3,0.29,0.1
CCC(c1nc2ccccc2c(=O)n1CCCn1ccnc1)N1C(=O)c2ccccc2C1=O (centres undefined),6,83,0.75,-13,12,-0.2,-3,0.24,-0.1
COc1ccccc1N1CCN(C(=O)CCCC2=NS(=O)(=O)c3ccccc3N2)CC1,11,65,-0.0014,17,10,0.8,1,3.2*,-0.9
CCC(Sc1nnnn1-c1ccccc1)C(=O)NC(C)c1ccccc1 (centres undefined),-2,80,0.095,-17,21,-0.9,-1,2.4,-1.1
CCOC(=O)N1CCC(NC(=O)Cc2ccc(-n3c(=O)[nH]c4ccccc4c3=O)cc2)CC1,4,99,-0.39,-10,2,-1.2,5,-0.082,0.9
CCOC(=O)c1ccc(-n2c(-c3ccco3)nc3ccccc3c2=O)cc1,1,115,-0.0077,-3,7,0.4,10,-0.59,-1.3
Cc1ccc(CNc2oc(-c3ccco3)nc2C#N)cc1,8,62,0.18,-13,15,-0.7,-4,0.031,0.0
CCCn1c(=N)n(CC(=O)c2ccco2)c2ccccc21,-3,114,-0.83,-3,16,0.8,-5,0.39,-0.1
Cc1ccc(S(=O)(=O)CCc2nnc(NC(=O)c3cnccn3)s2)cc1,-4,110,-0.84,-12,10,-0.2,1,-0.48,-0.4
CC(C)CC(NS(=O)(=O)c1ccc2c(c1)oc(=O)n2C)C(=O)NCc1cccnc1 (centres undefined),-2,103,0.71,-8,14,0.2,1,0.44,-1.7
CCOc1ccc(CCNC(=O)C2CCN(S(=O)(=O)N3CCOCC3)CC2)cc1OCC,-18,122,0.061,-22,-3,0.2,-6,0.34,0.9
Cc1ccc(N2CC(C(=O)NCCc3ccc(S(N)(=O)=O)cc3)CC2=O)cc1 (centres undefined),1,119,-0.016,-11,-5,-1.3,8,-0.25,-1.4
Cc1ccccc1C(=O)N1CCC(C(=O)Nc2ccc(F)cc2)CC1,0,61,-4.3*,.,2,-0.2,1,0.19,-0.7
CCOC(=O)c1[nH]c2ccccc2c1N=C(C)N(CC)CC,2,160,-0.41,12,.,-1.3,.,0.089,-3.0
Cc1ccc(-c2csc3nnc(SCC(=O)NCc4ccc5c(c4)OCO5)n23)cc1,3,127,-0.25,.,12,0.5,5,8.7*,-1.4
CCc1nnc(NC(=O)C2CCCN(c3nc(C)cc(C)n3)C2)s1 (centres undefined),-4,65,-0.17,1,-10,-0.1,-2,-0.86,-0.6

# In a second layout: results already given
structure | 5HT1E antag | Her2 expr inh | M1 antag | S1P1 ag pot | HEK293 NFkB inh | 5HT1E ag | Jurkat viability | M1 agonist | S1P3 ag
COc1cccc(C(=O)NC2CC3CCCC(C2)N3CC(=O)Nc2ccc(N(C)C)cc2)c1 (centres undefined) | -8 | 135 | 0.81 | . | 6 | 1.0 | . | 0.0072 | .
COc1cccc(-n2c(SCC(N)=O)nnc2-c2c[nH]c3ccccc23)c1 | -2 | 64 | -0.1 | -6 | 9 | 1.3 | -5 | -0.074 | 0.1
COc1ccc(C2=NOC(C(=O)NC(C)C)C2)cc1 (centres undefined) | 9 | 136 | 0.8 | 9 | 11 | -0.7 | 10 | 0.022 | 0.2

# (continued)
SMILES,5HT1E antag,Her2 expr inh,M1 antag,S1P1 ag pot,HEK293 NFkB inh,5HT1E ag,Jurkat viability,M1 agonist,S1P3 ag
COc1ccccc1CC(=O)NC1CC(C)(C)NC(C)(C)C1,2,107,0.7,-3,20,-1.0,1,0.65,-0.5
O=C(c1ccncc1)N1CCN(C(=O)c2cccs2)CC1,3,51,0.65,.,3,-0.1,0,0.069,-0.4
CCN(CC)C(=O)C1CCC(C)(C(=O)O)C1(C)C (centres undefined),1,100,-0.27,9,9,-0.7,-5,-0.032,-0.7
O=S(=O)(c1ccccc1)N1C2CCC1CC(O)(c1cccnc1)C2 (centres undefined),-8,118,-0.75,0,13,0.0,3,-0.039,-1.7
COc1cccc(OCCn2c(C)c(/C=N/n3cnnc3)c3ccccc32)c1,43*,72,0.7,-14,17,-0.1,11,-0.0076,0.0
CCCCSc1c(C)c2cc3c(cc2[nH]c1=O)OCO3,-7,100,0.44,.,1,1.6,-6,-0.82,-0.9
Cc1onc(-c2ccccc2)c1C(=O)Nc1ccccc1N1CCOCC1,5,95,0.075,-3,-4,-0.4,4,0.4,0.0
COc1ccccc1NC(=O)COc1cccc(-n2cnnn2)c1,-2,114,-0.75,-10,13,-0.4,2,-0.28,-0.5
Cc1csc2ncc(C(=O)Nc3ccccc3Cl)c(=O)n12,-1,.,0.22,-8,9,1.1,4,-0.004,-0.6
CCOC(=O)C(C)Sc1nc(-c2ccco2)cc(C(F)(F)F)c1C#N (centres undefined),13,88,0.58,12,22,0.2,12,1.2,-1.2
COc1cccc(NC(=O)Cn2c(SCC(=O)N3CCOCC3)nc3ccccc32)c1,-11,118,0.9,11,6,-1.6,1,-0.17,-0.9
O=C(Cc1cccs1)Nc1nc2ccccc2s1,-8,84,0.083,5,-3,1.3,14,0.23,-0.9
CCn1c(=O)c2cc(S(=O)(=O)NC3CCCCC3)ccc2n(CC)c1=O,6,82,0.03,.,8,0.2,-1,0.47,-0.4
Cc1cc2cc(C(c3nnnn3CC3CCCO3)N3CCCc4ccccc43)c(=O)[nH]c2cc1C (centres undefined),-1,105,-0.061,-93,12,-0.1,-7,-0.69,0.3
CCOCC(=O)Nc1cccc(NC(C)=O)c1,-9,97,0.14,-4,4,-0.7,-8,-1.8,0.0
NC(=O)c1ccccc1OCC(=O)NS(=O)(=O)c1ccccc1,0,66,-0.14,.,17,0.3,2,-0.96,-0.2
O=C1C=C(NCc2ccco2)C2(CCCCC2)O1,13,69,-0.03,-7,11,0.6,1,1.3,-2.2
CC(NC(=O)NCc1cccnc1)(C(F)(F)F)C(F)(F)F,-70,149,-0.3,-2,.,0.5,.,-0.075,-2.3
CC1(C(=O)CSc2nc3ccccc3[nH]2)CCC(=O)O1 (centres undefined),9,95,-0.0033,-22,.,-1.1,.,-0.13,-1.9
CC(C)c1ccc(N2CC(C(=O)Nc3nccs3)CC2=O)cc1 (centres undefined),-1,112,-1.5,.,13,0.0,-4,-0.7,-1.7
CC(=O)N1CCN=C1SCc1ccc(Br)cc1,2,111,0.096,-2,10,0.9,0,0.013,-0.8
Cn1c2ccccc2c2c(C(=O)NCC3CCCO3)cn(C3CCCC3)c(=O)c21 (centres undefined),-4,110,0.0061,.,5,-0.5,.,8.8*,.
O=S(=O)(NCc1cccnc1)c1cccc2cccnc12,3,91,1.6,-16,16,-0.7,3,-0.33,-0.5
CCOC(=O)CSc1nc2ccccc2c(=O)n1CC1COc2ccccc2O1 (centres undefined),0,68,-0.2,6,4,0.6,-6,0.4,3.0
O=C(c1cc(-c2ccco2)on1)N1CCN(c2ccccc2)CC1,4,102,-0.22,-2,17,0.5,-3,-0.31,-1.7
CCOC(=O)/C=c1\sc2n(c1=O)CCN=2,6,65,-0.017,.,7,0.6,.,-0.89,.
